Bioassay records from PubChem.
Hsp70 displacement = Hsp70 inhibitors, probe displacement, primary screen, biochemical, fluorescence polarization (AID 583) | one-dose displacement, % at 20 µM; IC50 in µM for titrated hits | Heat shock 70 kDa protein 1A (Homo sapiens) | actives 0.06% (n = 140,000) | Hsp70 fluorescence polarization probe displacement, mP; higher % means a stronger effect; in the data active = displacement above about 50%;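 note: plate controls were vehicle for no effect and reference ligand for full effect; a part of the inactive calls stands beside numbers as strong as those of hits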
MKP-3 inhibition = MKP-3 phosphatase inhibitors, primary screen, biochemical, rat enzyme, in vitro (AID 425). actives 0.17% (n = 110,000). recombinant MKP-3 phosphatase activity, fluorescence; higher % means a stronger effect. inhibition, % at 20 µM, or IC50 in µM where a hit was titrated. Dual specificity protein phosphatase 6 (Rattus norvegicus); in the data active = inhibition above about 50%;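 note: plate controls were vehicle for no effect and reference inhibitor for full effect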
The depositor's hits bear a star; · = no result given; & = joins results of further samples. These rows are one share of the data; count on the stated rates, not on these rows.

cpd | compound | MKP-3 inhibition | Hsp70 displacement
1 | Cc1nnc(NS(=O)(=O)c2ccc(F)cc2)s1 | 2.9% | -2.5%
2 | CC(NS(C)(=O)=O)C(c1cccs1)N1CCN(c2ccc(F)cc2)CC1 (centres undefined) | -4.2% | -3.9%
3 | Cc1occc1-c1nnc(SCC(=O)N2c3ccccc3CCc3ccccc32)n1C | -3.0% | -3.9%
4 | Cc1ccc(C2CC(c3ccccc3C)n3nc(N)nc3N2)cc1 (centres undefined) | -7.0% | 7.8%
5 | CC(C)(C)c1ccc(OCCN2CCCC2)cc1 | 0.4%&0.2% | -1.1%&2.0%
6 | CCCS(=O)(=O)N1CCC(C(=O)NCCN(CC)c2ccccc2)CC1 | -5.6% | 4.9%
7 | CN(C)CCCNc1oc(-c2cccc(Cl)c2)nc1C#N | -14.4% | -2.2%
8 | Cc1cc(N2CCOCC2)n2nc(-c3cccc(F)c3)cc2n1 | -13.3% | -1.5%
9 | CCc1ccc(-c2cc(C(=O)O)c3ccccc3n2)cc1 | -0.2% | -2.4%
10 | CCOc1ccc(C2=NNC(c3cccs3)=Nc3ccc(OC)cc32)cc1OCC | · | 0.9%
11 | COc1ccc(-c2nc(N3CCOCC3)nc3nn4c(C)c(CCC(=O)O)c(C)nc4c23)cc1 | -6.2% | 1.4%
12 | O=C(CCC1COc2ccccc2O1)Nc1ncccc1O (centres undefined) | -4.8% | -1.9%
13 | COc1ccc(C2(CNC(C)=O)CCCC2)cc1OC | -1.6% | 3.5%
14 | COc1ccc(O)c(C(=O)c2cc(C#N)c(=O)n(CCN3CCOCC3)c2)c1 | -4.1% | -1.1%
15 | Cc1ccc(C(=O)NC(=S)Nc2ncc(C(F)(F)F)cc2Cl)cc1 | 0.2% | 4.2%
16 | COc1ccc(CNC(=O)C(=O)Nc2cc(C)cc(C)c2)cc1 | 1.3% | -0.3%
17 | CCOC(=O)C(C)n1cnc2sc(C)c(C)c2c1=O (centres undefined) | · | -0.5%
18 | Cc1cc([N+](=O)[O-])ccc1-c1ccc(C(=O)Nc2ccc(-c3nc4ccccc4o3)c(O)c2)o1 | -0.8% | 6.6%
19 | CC(=O)Nc1ccc(NC(=O)c2ccccc2-c2ccccc2C(=O)O)cc1 | 1.6% | 0.6%
20 | CC(=O)n1cc(/C=C2\N=C(c3ccccc3F)OC2=O)c2ccccc21 | 1.5% | -4.7%
21 | CCn1c(SCC(=O)OC)nnc1C1CCCCC1 | · | -1.6%
22 | FC(F)(F)c1ccccc1NC(=S)Nc1ccccc1 | 6.6% | -6.0%
23 | COC(=O)C1=C(C)NC(=O)CC1c1cc2c(cc1Br)OCO2 (centres undefined) | -18.2% | -3.0%
24 | COc1ccc(C(=O)Nc2cccnc2)cc1S(=O)(=O)N1CCOCC1 | -2.4% | -1.5%
25 | COc1cccc(/C=C(/C#N)C(=O)Nc2ccc(F)cc2)c1O | 3.5% | 1.5%

The closing 4 entries of the section before lead into the next:
cpd | compound | MKP-3 inhibition | Hsp70 displacement
22 | FC(F)(F)c1ccccc1NC(=S)Nc1ccccc1 | 6.6% | -6.0%
23 | COC(=O)C1=C(C)NC(=O)CC1c1cc2c(cc1Br)OCO2 (centres undefined) | -18.2% | -3.0%
24 | COc1ccc(C(=O)Nc2cccnc2)cc1S(=O)(=O)N1CCOCC1 | -2.4% | -1.5%
25 | COc1cccc(/C=C(/C#N)C(=O)Nc2ccc(F)cc2)c1O | 3.5% | 1.5%
26 | CS(=O)(=O)N(CC(=O)O)c1ccc2c(c1)OCO2 | 5.9% | ·
27 | COc1cccc(C(=O)Nc2ccc3nc(N4CCN(c5ncccn5)CC4)cc(C)c3c2)c1OC | 1.5% | -3.4%
28 | COc1ccccc1N=Cc1nc(-c2ccccc2)oc1OC(C)=O | -0.8% | ·
29 | O=[N+]([O-])c1cccc(C2=Nn3c(Cc4ccccc4)nnc3SC2)c1 | 3.3% | 1.0%
30 | O=C(Nc1ccc(Cl)c(Cl)c1)Nc1nnc(Cc2ccccc2)s1 | -0.4% | 7.7%
31 | Cc1ccc(NC(=O)CCn2c(=O)oc3ccccc32)c(C)c1 | -3.4% | -0.4%
32 | Cc1cc2ncn(C(=O)c3cc([N+](=O)[O-])ccc3Cl)c2cc1C | 2.1% | ·
33 | CC(C)c1ccc(/C=C(\NC(=O)c2ccccc2)C(=O)NCCCn2ccnc2)cc1 | 2.9% | -4.1%
34 | O=C(Nc1cccnc1)c1ccc(S(=O)(=O)N2CCCCCC2)cc1 | · | -1.7%
35 | O=C(N/N=C/c1cccc(OCc2ccccc2)c1)c1cccs1 | · | -1.8%
36 | N#Cc1c2n(c3c(NCCCO)ncnc13)CCCCC2 | 1.1% | -1.9%
37 | CCOc1ccccc1C(=O)NCc1ccco1 | -2.6%&15.1% | 1.8%&7.6%
38 | Cc1cc(C)cc(OCC(O)CN2CCC(C)CC2)c1 (centres undefined) | -1.0% | 5.8%
39 | N#Cc1c(NC(=O)C2CC3CCC2C3)sc2c1CCCCCC2 (centres undefined) | 0.1% | 3.5%
40 | CCCCc1ccc(NC(=O)C2COc3ccccc3O2)cc1 (centres undefined) | 2.2% | -3.6%
41 | COC(=O)C1=C(C)OC(N)=C(C#N)C1c1ccco1 (centres undefined) | · | 0.1%
42 | O=C1C2C3C=CC(C3)C2C(=O)N1CCCCN1C(=O)C2C3C=CC(C3)C2C1=O (centres undefined) | -10.6% | 4.8%
43 | N#C/C(=C/c1c(F)cccc1Cl)C(=O)Nc1ccc(Cl)cc1 | -3.5% | 0.8%
44 | COc1ccccc1NC(=O)CSc1nnc(-c2ccncc2)n1CC1CCCO1 (centres undefined) | -3.1% | 4.9%
45 | OC(COc1ccc2ccccc2c1Br)Cn1cnc(-c2ccccc2)c1 (centres undefined) | · | 2.4%
46 | N#CCCn1c(SCC(=O)NCCc2ccc(F)cc2)nc2ccccc21 | -5.8% | -3.5%
47 | O=[N+]([O-])c1ccc(-c2ccc(I)cc2)cc1 | -0.8% | 0.3%
48 | CCOC(=O)C(C)Sc1nc2c(c(=O)[nH]c(=O)n2C)n1Cc1ccc(Cl)cc1 (centres undefined) | 2.6% | 1.8%
49 | CC(=O)O[C@]1(C(C)=O)CC[C@H]2[C@@H]3C=C(C)C4=CC(=O)CC[C@]4(C)[C@H]3CC[C@@]21C | -1.3% | 7.6%
50 | COc1ccc(-n2ncc3c(NCC(C)C)ncnc32)cc1 | -3.6% | -2.8%
51 | O=C(CCc1nc2ccccc2[nH]1)NCc1ccc2c(c1)OCO2 | -0.3% | -2.7%
52 | CC(=O)Nc1ccc(S(=O)(=O)NC(CC(=O)O)c2ccc(OC(C)C)cc2)cc1 (centres undefined) | 7.9% | 1.4%
53 | Cn1nc(OCC(N)=O)ccc1=O | 5.1% | 0.6%
54 | O=C(Nc1nsc(-c2ccccc2)n1)c1ccncc1 | 4.2% | -3.0%
55 | CC(=O)c1oc2ccccc2c1NC(=O)CN1CCCCC1 | · | -3.2%
56 | COc1ccc(S(=O)(=O)NCCC(=O)NC2CCCCCCC2)cc1 | -2.0% | -2.3%
57 | N#Cc1c2ncn(CC(=O)c3ccc(Br)cc3)c(=O)c2c2n1CCC2 | 0.1% | 6.3%
58 | Cc1nnc(SCC(=O)N2CCOCC2)s1 | -3.7% | 1.0%
59 | COC(=O)CCCC[C@H]1SC[C@H]2NC(=O)NC21O (some centres undefined) | -0.5% | -0.2%
60 | O=C(N/C(=C/c1ccc(Br)cc1)C(=O)N1CCCCC1)c1ccccc1 | -3.5% | -1.0%
61 | Cn1c(=O)n(C)c2cc(S(=O)(=O)NCc3ccccc3)ccc21 | 0.4% | ·
62 | O=C(NCc1nc2ncc(Br)cc2[nH]1)c1ccccc1 | -8.0%&1.4% | 6.7%&4.5%
63 | O=C(Nc1cccc(C(F)(F)F)c1)c1ccc(Cl)cc1Cl | -4.8% | 3.1%
64 | O=C(Nc1ccccc1C(=O)N1CCCCC1)c1cccnc1 | -2.5% | 0.4%
65 | CCOc1cc(/C=C2/SC(=S)N(CC)C2=O)ccc1OCc1ccccc1 | -1.9% | 0.2%
66 | CCOC(=O)c1sc2ccc(S(=O)(=O)N3CC(C)CC(C)C3)cc2c1N (centres undefined) | · | 6.2%
67 | Cn1c(=O)cc(OCCCC(=O)NCc2ccccn2)c2ccccc21 | -2.1% | 6.6%
68 | Cc1nc2sc(C(c3ccc(Cl)cc3)N3CCN(c4ccccc4F)CC3)c(O)n2n1 (centres undefined) | 3.2% | 5.1%
69 | NC(=O)c1ccccc1NC(=O)c1ccc2c(c1)OCO2 | 0.5% | -3.5%
70 | O=C(c1cccc(Br)c1)N1CCN(C(=O)c2cccc(Br)c2)CC1 | · | -1.2%
71 | CC(c1ccccc1)n1cc(C(=O)NCc2ccncc2)nn1 (centres undefined) | -11.3% | -1.6%
72 | COc1ccc(/C=C2\C(=O)N(c3ccc(F)cc3)N=C2C)cc1 | -1.2% | 0.8%
73 | COC(=O)c1ccc(NC(=O)c2c(Cl)cccc2Cl)cc1 | 2.8% | 0.4%
74 | CCOc1ccc(C2C(C#N)=C(N)Oc3nc[nH]c(=O)c32)cc1OC (centres undefined) | -11.1% | -2.1%
75 | O=C(CCn1c(=O)oc2ccccc21)NCCCN1CCCC1=O | -7.1% | 5.9%

Next structures.
cpd | compound | MKP-3 inhibition | Hsp70 displacement
76 | O=C(Cc1ccc(Cl)cc1)Nc1ccc(-c2nc3ccccc3o2)cc1 | 4.5% | ·
77 | CN(C)C(=O)Cn1c(=O)n(C)c2ccccc21 | -2.7% | 5.2%
78 | O=C(CN1C(=O)c2ccccc2S1(=O)=O)Nc1cccnc1 | · | 1.1%
79 | CCOc1ccc(NC(=O)c2cc(OCC)c(OCC)c(OCC)c2)c([N+](=O)[O-])c1 | 0.4% | -69.6%
80 | COC(=O)c1cc(=O)nc2sc3ccccc3n12 | -4.0% | 10.7%
81 | O=C(O)c1c2c(nc3ccccc13)CCCCC2 | 1.1% | -5.2%
82 | CC1N(C)c2cccc3cccc(c23)N1C | · | 1.5%
83 | CC(C)(C)c1ccccc1OCCCCN1CCOCC1 | 0.6% | 5.8%
84 | C1CCc2c(nc3nnnn3c2N2CCOCC2)C1 | -0.9% | 1.6%
85 | CN(C)c1ccc(C2C(C(=O)/C=C/c3ccccc3)=C(O)C(=O)N2CCCCCC(=O)O)cc1 (centres undefined) | 3.2% | 3.6%
86 | O=C(COc1ccc2ccccc2c1)N1CCN(c2ccccc2O)CC1 | -0.8% | 3.7%
87 | Cc1ccc(NC(=O)CN(c2cccc(C(F)(F)F)c2)S(C)(=O)=O)cc1 | 2.2% | 0.4%
88 | Cc1cc(Cl)ccc1OC(C)C(=O)Nc1cccc(Cl)c1 (centres undefined) | 3.1% | 0.4%
89 | O=C(O)c1cc(=O)cc(C(=O)O)[nH]1 | 9.4% | 2.1%
90 | c1ccc(Cn2nnnc2C(c2cccs2)N2CCOCC2)cc1 (centres undefined) | -7.6% | -2.1%
91 | COC(=O)CSC1=C(C#N)C(c2ccc(Cl)cc2)C(C(=O)OC)C(=O)N1 (centres undefined) | -8.3% | 0.4%
92 | COc1ccc(N2CCN(Cc3cc(=O)oc4ccc(C)cc34)CC2)cc1 | · | -0.9%
93 | Brc1cccc(-c2n[nH]c(-c3ccccc3)n2)c1 | 0.3% | -3.6%
94 | O=C(CSc1nc2ccccc2o1)NC1CCCC1 | -0.1% | -0.2%
95 | Cn1c(=O)c2c(nc(SCc3cccnc3)n2Cc2ccc(F)cc2)n(C)c1=O | 1.9% | -4.8%
96 | CN1CCN(/N=C/C=C/c2ccccc2)CC1 | 4.3% | -1.6%
97 | Cc1ccc(-n2c(=O)c3c4c(sc3n3c(=S)[nH]nc23)CCCC4)cc1 | -4.6% | -2.9%
98 | CS(=O)(=O)c1ccc2nc(NC(=O)/C=C/c3ccc(F)cc3)sc2c1 | 0.8% | 6.3%
99 | CCOC(=O)C1=C(O)/C(=C/c2ccc(-c3ccccc3)cc2)SC1=Nc1ccc(OC)cc1 | 4.1% | 4.8%
100 | C=CCn1c(=S)[nH]c2ccc(Br)cc2c1=O | -2.7% | 0.8%
101 | COc1ccc(Cl)cc1C(=O)NCC(c1ccco1)N1CCCC1 (centres undefined) | -0.7% | -0.5%
102 | COc1cccc(N2C(=O)CC(NCc3ccc(S(N)(=O)=O)cc3)C2=O)c1 (centres undefined) | -0.3% | 1.3%
103 | CN1CCc2c(c3c(n2C)CCN(C)[C@@H]3c2cccnc2)[C@H]1c1cccnc1 | -1.7% | 8.5%
104 | CC(=O)Nc1c(C(=O)c2ccccc2)oc2ccccc12 | -11.2% | -2.4%
105 | O=c1cc(O)n(-c2ccc(Cl)cc2)c(=S)[nH]1 | · | 4.7%
106 | O=C(NCc1ccco1)c1cccc(NC(=O)c2ccccc2)c1 | -16.4% | ·
107 | CN(C)CCN1C(=O)c2oc3ccccc3c(=O)c2C1c1ccccc1 (centres undefined) | -8.3% | 1.4%
108 | CCc1c(C#N)c(N)nc2sc(C(=O)c3cccs3)c(N)c12 | -4.1% | 1.9%
109 | CC(C)c1nnc(SCC(=O)NCCC2=CCCCC2)n1N | · | 6.9%
110 | FC(F)(F)c1nnc2ccc(-n3ccnc3)nn12 | -4.5% | 6.0%
111 | CCCC(CCC)C(=O)NCCN1CCOCC1 | -0.9% | -1.3%
112 | CC(NC(=O)c1ccc(N(C)C)cc1)C(c1cccs1)N1CCN(C)CC1 (centres undefined) | · | 4.7%
113 | CC(=O)c1c(C)[nH]c(C(=O)CSc2nnc(-c3ccco3)n2Cc2ccccc2)c1C | -19.4% | 0.2%
114 | O=C(OCCCN1C(=O)c2ccccc2C1=O)c1ccco1 | -4.2% | 0.2%
115 | COc1ccc(N(CC(=O)N2CCc3ccccc3C2)S(C)(=O)=O)cc1OC | · | -5.0%
116 | Cc1cc(Cl)ccc1OC(=O)/C=C/c1cccc([N+](=O)[O-])c1 | 2.6% | -0.6%
117 | CCOC(=O)Cc1c(C)n2nc(C)cc2[nH]c1=O | 2.3% | -0.8%
118 | CC(=O)Oc1ccc(/C=c2\sc3nc4ccccc4n3c2=O)cc1 | 10.2% | 3.3%
